3T3 cytotox – kills NIH 3T3 cells | NIH 3T3 viability, CellTiter-Glo ATP luminescence, 48-72 h | Potency, µM (top dose mostly 96.7 µM), for inactives: at the top dose activity change, negative = cytotoxicity, hits mostly inhibitors | 4.3% of 94,000 active; also: potency is read from the fitted curve at half-maximal effect; nearly all actives have a fitted effect of over 55% in size
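Cytotoxicity was measured by CellTiter-Glo ATP luminescence after 48 or 72 h compound exposure at 37 °C. Mouse NIH 3T3 fibroblasts were seeded at 400 cells/well and dosed by 23 nL pin transfer.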
SNCA expr inhib – SNCA gene expression inhibition; HEK-293 SNCA-luciferase knock-in, luminescence, 24 h; Potency, µM (titrated, usually from 57.2 µM), without a hit: top-dose activity change, negative = inhibition, most hits filed as inhibitors; 0.17% of 140,000 active;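 also: potency is read from the fitted curve at half-maximal effect; plate controls were DMSO cells for no effect and cell-free wells for full effect; nearly all actives have a fitted effect of over 45% in size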
HEK293 viab – counter-screen for SNCA expression inhibitors: cell viability; 0.12% of 150,000 active; Potency, µM (doses to about 57.1 µM), for inactives: top-dose activity change, negative = cytotoxicity, most hits filed as cytotoxic; HEK-293-SNCA-luc viability, GF-AFC fluorescence, 24 h; AID 1671193;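 also: potency is read from the fitted curve at half-maximal effect; 0% = DMSO-treated cells and -100% = medium-only wells without cells; nearly all actives have a fitted effect of over 30% in size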
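Cytotoxicity counterscreen: after 24 h compound treatment of genome-edited SNCA-luciferase HEK-293 cells, live-cell protease substrate GF-AFC read by fluorescence after 30 min; activity scaled between DMSO (0%) and medium-only (-100%), curves Hill-fitted.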
Luciferase inh – Photinus pyralis luciferase inhibition; P08659; purified P. pyralis luciferase, luminescence, biochemical; 2.5% of 76,000 active; Potency, µM (highest dose often 115 µM), for the others: at the top dose activity change, negative = inhibition, actives largely listed as inhibitors; also: potency is read from the fitted curve at half-maximal effect; nearly all actives have a fitted effect of over 65% in size
Target sequence (P08659 whole entry, looked up): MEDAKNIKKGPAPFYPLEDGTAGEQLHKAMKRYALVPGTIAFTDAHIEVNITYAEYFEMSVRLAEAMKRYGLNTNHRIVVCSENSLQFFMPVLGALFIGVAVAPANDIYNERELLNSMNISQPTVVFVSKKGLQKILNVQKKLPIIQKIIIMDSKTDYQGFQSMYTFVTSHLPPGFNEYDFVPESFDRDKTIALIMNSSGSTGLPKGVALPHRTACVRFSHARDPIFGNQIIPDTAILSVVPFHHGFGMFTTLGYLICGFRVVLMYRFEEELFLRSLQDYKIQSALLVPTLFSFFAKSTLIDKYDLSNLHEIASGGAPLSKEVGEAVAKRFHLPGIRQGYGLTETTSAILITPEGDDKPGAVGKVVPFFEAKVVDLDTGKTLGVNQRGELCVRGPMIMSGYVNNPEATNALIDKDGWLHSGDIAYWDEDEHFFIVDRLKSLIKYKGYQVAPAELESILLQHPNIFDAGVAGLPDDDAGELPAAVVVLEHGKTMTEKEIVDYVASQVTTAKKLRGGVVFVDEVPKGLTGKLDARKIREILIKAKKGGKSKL
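Biochemical qHTS: compound (6-point titration) added to 10uM D-luciferin plus 10uM ATP in Tris acetate pH 7.5 buffer with Mg, Tween-20 and BSA, then purified enzyme at 10nM; light output imaged.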
GPT2 inh – GPT2 alanine aminotransferase inhibition | Q8TD30 | Recombinant GPT2, coupled pyruvate oxidase/HRP Amplex Red fluorescence | Potency, µM (top dose mostly 57.7 µM), without a hit: at the top dose activity change, negative = inhibition, hits mostly inhibitors | 0.25% of 100,000 active; also: potency is read from the fitted curve at half-maximal effect; nearly all actives have a fitted effect of over 60% in size; many of its hits are not listed in these tables
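Fluorescence read-out: pyruvate from GPT2 turnover coupled to pyruvate oxidase, HRP and Amplex Red (0.2mM ThPP, 0.2U/mL PO and HRP, 50uM Amplex final). Substrates 250uM a-KG, 2mM L-alanine; enzyme 10ng/uL; 30 min RT.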
IP6K1 inh – blocks human inositol hexakisphosphate kinase 1; 0.81% of 140,000 active; activity change, % (series mostly up to about 58 µM); IP6K1 kinase, ADP-Glo luminescence, 2 h; stronger effect = lower value; Q92551; in the data active = activity change below about -25%
Target sequence (Q92551 whole entry, looked up): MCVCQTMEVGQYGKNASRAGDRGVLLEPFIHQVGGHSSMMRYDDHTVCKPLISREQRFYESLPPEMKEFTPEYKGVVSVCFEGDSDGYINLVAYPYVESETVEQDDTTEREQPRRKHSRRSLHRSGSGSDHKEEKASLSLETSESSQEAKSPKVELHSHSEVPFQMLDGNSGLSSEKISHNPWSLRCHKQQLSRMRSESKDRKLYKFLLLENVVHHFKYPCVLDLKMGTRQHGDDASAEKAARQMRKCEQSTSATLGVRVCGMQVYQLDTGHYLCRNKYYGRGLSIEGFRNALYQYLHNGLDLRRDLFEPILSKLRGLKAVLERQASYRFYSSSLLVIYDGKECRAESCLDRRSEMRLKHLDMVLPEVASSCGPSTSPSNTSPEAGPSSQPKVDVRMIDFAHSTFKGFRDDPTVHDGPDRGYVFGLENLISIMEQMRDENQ
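ADP-Glo luminescence measures ADP made by human IP6K1 during a 2 h RT reaction with ATP/IP6 (mix at 1.3 mM/130 uM); top library doses 57.5 and 19.1 uM final.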
HEK293 tox – cytotoxic compounds in HEK 293 cells; HEK 293 viability, ATP luminescence (CellTiter-Glo), 48-72 h; Potency, µM (doses to about 115 µM), for the others: top-dose activity change, negative = cytotoxicity, actives largely listed as inhibitors; 6.6% of 94,000 active; AID 1345083; also: potency is read from the fitted curve at half-maximal effect; nearly all actives have a fitted effect of over 60% in size
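250 HEK 293 cells/well; compound by pintool; incubated 48 or 72 hr at 37 degree Celsius; CellTiter-Glo added, 10 min RT, luminescence imaged.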
* = called active by the depositor; i = inactive; ? = inconclusive; / = not tested or not shown; [ ] = remark or other dose. Unless noted, calls follow the shape of the dose curve; as a rule, active = well fitted curve in the direction sought with a large enough effect; inconclusive = small, poorly fitted or top-dose-only effect, or another doubt; inactive = no such curve, though single readings can be large; an effect the other way counts as inactive or inconclusive. Unless noted, % is scaled to controls: 0 for no effect and ±100 for the full control effect. A portion of the library, so the mix of outcomes need not match the whole.

The line under a structure holds: 3T3 cytotox, SNCA expr inhib, HEK293 viab, Luciferase inh, GPT2 inh, IP6K1 inh, HEK293 tox
#1 Cc1ccc(S(=O)(=O)N2CC[C@H]3NC(=O)N(c4ccc(C(C)C)cc4)C(=O)[C@H]32)cc1
→ 0%[174 µM], -27%[87.6 µM], -4%[87.6 µM], 1%[172 µM], i, -3, i
#2 CC(=O)NC1C(OC(C)(C)C2CCC3(C)C=C(C4CCC5C4(C)CC(O)C4OC(C(C)(C)O)CCC45C)CCC3O2)OC(CO)C(O)C1O (centres undefined)
→ /, /, -8%[23.9 µM], /, 1%[17.1 µM], 13, /
#3 CC(C)NC(=O)c1ccccc1OCC1CCCN(C(=O)C2CCOCC2)C1 (centres undefined)
→ ?, 12%, -4%, -1%, 5%, -13, 0%
#4 CC(C)(C)c1ccc(OCC(=O)N(Cc2ccco2)Cc2ccccc2F)cc1
→ /, ?, 9%, /, /, 32, /
#5 COc1ccc(CNC(=O)CC2CCCN(c3cnn(CC4CC4)c(=O)c3)C2)cc1 (centres undefined)
→ ?, -20%, -12%, -5%, i, 10, ?
#6 OCc1n[nH]c2c1CN(Cc1cccc(OCC(O)CN3CCOCC3)c1)CC2 (centres undefined)
→ ?, -9%, 15%, -2%, ?, 8, ?
#7 CCc1ccccc1N(C)C(=O)c1nn(C)c2c1CSc1ccccc1-2
→ /, 15%, 3%, /, /, 9, /
#8 Cc1ccccc1C(=O)N[C@H]1[C@H](O)[C@H](O)C[C@@H]1c1cccnc1
→ 2%[174 µM], -23%[87.6 µM], 5%[87.6 µM], -1%[172 µM], i, -7, -2%[172 µM]
#9 COc1ccc2c(CNCc3cccs3)c(C(=O)O)n(Cc3ccc(C)cc3)c2c1
→ /, -2%, -5%, /, /, 21, /
#10 c1cc(-c2nc(C3CCOC3)nn2Cc2ccc3c(c2)OCO3)[nH]n1 (centres undefined)
→ 0%, 36%[activator], -3%, -9%, i, -10, -4%
#11 COc1ccc(-c2cc(N3CCCC(NC(=O)c4cccc(F)c4)C3)n[nH]2)cc1 (centres undefined)
→ ?, 9%, -29%, ?, i, 0, ?
#12 O=C(Cc1ccccn1)N1CCC2(CC1)Cc1ccccc1NC2=O
→ -20%[138 µM], 7%[87.6 µM], 12%[87.6 µM], -12%[172 µM], ?, -1, -14%[172 µM]
#13 Cc1ccc(-n2ncc3c(NCCCn4ccnc4)ncnc32)cc1C
→ /, 171%[activator], -2%, /, /, 14, /
#14 O=C([C@@H]1C[C@H](F)CN1C(=O)c1ccccc1)N1CCOCC1
→ i, 17%, 5%, -7%, i, 6, -5%
#15 C=Cc1ccc(Cn2c(=O)n(-c3ccccc3C)c(=O)c3c4c(sc32)CN(C(C)=O)CC4)cc1
→ /, 18%, ?, /, /, 22, /
#16 COc1ccc(-c2cc(-c3cccs3)nc3c(C)noc23)cc1OC
→ ?, 14%[87.6 µM], 13%[87.6 µM], -18%[172 µM], -15%[88.5 µM], -6, ?
#17 Cc1ccc(CNC(=O)CCC(=O)N2CCSc3ccccc32)cc1
→ /, 49%[activator], -9%, /, /, 33, /
#18 O=C1NCCCCCCN(C(=O)CCC2CCCC2)[C@H]2CCC[C@@H]12
→ -16%, 14%, -14%, 2%, i, 6, -30%
#19 O=C1CCN(C(=O)c2ccccn2)CCCC(c2nc(-c3ccccc3)no2)CCN1 (centres undefined)
→ -10%, 105%[activator], -5%, ?, i, 9, -4%
#20 CC(C)c1ccc(S(=O)(=O)c2nnn3c2nc(N2CCCCC2)c2sccc23)cc1
→ /, ?, -1%, /, /, -17, /
#21 O=C1CN(Cc2ccc(-c3ccccc3)cc2)CCN1c1ccc(Cl)nn1
→ ?, 7%, 10%, -19%, 3%, 17, ?
#22 CC(C)CCNS(=O)(=O)c1ccc(N2CCCCS2(=O)=O)cc1
→ /, -16%, -2%, /, /, -30*, /
#23 Cc1cc(C(=O)N2CC3CC(C2)[C@H]2CCCC(=O)N2C3)no1 (some centres undefined)
→ i, -13%, -15%, -3%, i, 20, 9%
#24 CCC(=O)Nc1ccc(S(=O)(=O)NCc2ccc3c(c2)CCN3C(=O)c2ccc(C)cc2)cc1
→ /, 117%[activator], ?, /, /, 6, /
#25 C=CCN1C[C@H]2COc3cc(OC)ccc3[C@H]2N(C(=O)c2ccc(C)cc2)CCC1=O
→ ?, /, /, /, /, -8, -6%
#26 NS(=O)(=O)c1ccc(CCNC(=O)Cn2c(=O)c3cccn3c3ccc(F)cc32)cc1
→ /, -4%, -3%, /, /, 22, /
#27 Cc1nc(CN2C(=O)OC3(CCN(C(=O)COc4ccccc4C(N)=O)CC3)C2(C)c2ccccc2)cs1 (centres undefined)
→ ?, 0%, 13%, -3%, -19%, -3, -18%
#28 O=C(NCCc1csc(-c2ncccn2)n1)C1NCCc2[nH]cnc21 (centres undefined)
→ -18%, -6%, -11%, 1%, -27%, -11, -3%
#29 Fc1ccc(-c2cc(CC3(NCc4ccc5c(c4)OCO5)COC3)no2)cc1
→ ?, -27%[87.6 µM], -6%[87.6 µM], -14%[172 µM], -4%[88.5 µM], -16, ?
#30 CC(C)CC(=O)Nc1cc(-c2ccccc2F)nn1-c1ccccc1
→ /, 7%, -1%, /, /, -1, /

Other results follow:
The line under a structure holds: 3T3 cytotox, SNCA expr inhib, HEK293 viab, Luciferase inh, GPT2 inh, IP6K1 inh, HEK293 tox
#31 COCCCNC(=O)c1c(OCC2CC2)cc(=O)n2c1CCOCC2
→ i, 28%, 4%, -7%, 1%, -4, 5%
#32 COc1cccc(CN2C[C@@H]3C(=O)N(CCCN4CCCC4=O)C(=O)[C@@H]3C2)c1
→ -9%, -16%, -10%, 8%, i, 9, 3%
#33 CO[C@H]1C(=O)N(C2CCN(C(=O)Nc3ccccc3)CC2)[C@H]1c1ccncc1
→ -9%, 58%[activator], 5%, 3%, -4%, 22, 3%
#34 Cc1ccc(Cn2nc(C)c(NC(=O)c3cc(-c4ccc(F)cc4)on3)c2C)cc1
→ /, 16%, -3%, /, /, 19, /
#35 CC(=O)NCCNC(=O)C[C@@H]1c2nc(NC(=O)C3CCCCC3)sc2C[C@@H]2[C@](C)(CO)[C@H](O)CC[C@]21C
→ -10%, 21%, 1%, -3%, 1%, -3, -2%
#36 CN(Cc1cccnc1)C(=O)C1CCCCC(=O)N1C (centres undefined)
→ i, 1%, 8%, -2%, -7%, 13, 7%
#37 Cc1ccc(C(c2cccnc2)n2cc(-c3cncnc3)nn2)cc1C (centres undefined)
→ -2%, -30%, -15%, 0%, -28%, 7, -3%
#38 COCCN1C(=O)[C@H]2CN(Cc3ccc(OC)c(Br)c3)C[C@H]2C1=O
→ -12%, ?, -12%, -6%, i, -2, -22%
#39 CC(=O)Nc1cccc(C(=O)N2CCC(n3cc(-c4nc(-c5ccccc5)no4)nn3)C2)c1 (centres undefined)
→ ?, 26%, -6%, ?, i, 8, ?
#40 CC1(C(=O)NCc2ccncc2)CCCc2cnc(Nc3ccccc3F)nc21 (centres undefined)
→ ?, -26%[87.6 µM], -12%[87.6 µM], -15%[172 µM], -18%[88.5 µM], 5, ?
#41 C=CCNC(=O)N[C@H]1CCN(C(=O)CSC)[C@@H]1C(=O)N[C@@H](Cc1cccs1)C(N)=O
→ -1%, -17%, -8%, -1%, -5%, 0, -8%
#42 COc1ccc(-c2nc(CS(=O)CC(=O)NCc3ccccc3OC)c(C)o2)cc1 (centres undefined)
→ /, -10%, 8%, /, /, 4, /
#43 O=C(c1ccc(F)cc1Cl)N1C[C@@H](CO)[C@H](c2ccncc2)C1
→ -8%, 16%, -17%, -3%, i, -5, -1%
#44 CCC(=O)N1CCCc2cc(S(=O)(=O)N3CCC(C(=O)NC4CCC(C)CC4)CC3)ccc21 (centres undefined)
→ /, -12%, 11%, /, /, -6, /
#45 O=C(c1ccccc1)N1CCN(Cc2ccccc2-c2cccnc2)CC1
→ ?, -8%, -13%[12.5 µM], /, -12%, -3, ?
#46 CCNC(=O)N1CCC(c2noc(COc3ccc(C)cc3)n2)CC1
→ ?, 32%, -3%, -5%, -8%, 13, -26%
#47 CC1=C[C@@H](CN2CCC(C(N)=O)CC2)[C@H](C(C)C)C[C@H]1Cc1nnc(-c2ccc(C)cc2)o1
→ 32µM*, -5%, -22%, -9%, 1%, 12, 35µM*
#48 COc1ccc(OC)c(NCc2cccn2-c2nnc(N3CCCCC3)s2)c1
→ /, 65%[activator], -25%, /, /, 5, /
#49 COc1cccc(NC(=O)Cn2c(=O)n(CCCCC(=O)NCc3ccccc3Cl)c(=O)c3ccccc32)c1
→ /, 43%[activator], 0%, /, /, -14, /
#50 Clc1ccc(CCNc2ncnc3c2c(-c2ccccc2)cn3-c2ccccc2)cc1
→ /, -11%, 7%, /, /, 18, /
#51 Cc1noc(C)c1C(=O)N1CCC2(CC1)NCCc1c2[nH]c2ccccc12
→ -15%, 27%, -10%[12.5 µM], -7%, i, -3, i
#52 Cc1ccc(NC(=O)NC(C)c2c(-n3cccc3)sc(C)c2C)cc1F (centres undefined)
→ /, ?, -9%, /, /, -9, /
#53 CS(=O)(=O)N1CC[C@@H]2C(=O)NCCCCCCN(Cc3ccncc3)[C@@H]2C1
→ -1%, 9%, 5%, 2%, -5%, 0, i
#54 CCCNC(=O)CSc1c(CCC)cnc2c1c(=O)n(C)c(=O)n2C
→ /, 34%[activator], 14%, /, /, 32, /
#55 CCOC(=O)C1=C(CN(CC)Cc2ccccc2)NC(=O)NC1c1ccc(OC(C)C)cc1 (centres undefined)
→ /, ?, ?, /, /, -3, /
#56 c1cc(CN2CCNc3cc(-c4ccsc4)ncc3C2)ccn1
→ -12%[138 µM], 7%[87.6 µM], 9%[87.6 µM], ?, -9%[88.5 µM], -16, ?
#57 Cc1ccc(-c2cc(N3CCCN(C(=O)c4ccc(N(C)C)cc4)CC3)n[nH]2)cc1C
→ ?, 21%, 2%, -27%, ?, -5, ?
#58 Cc1cccc(NC(=O)N2CCCC(Cn3c(C4CC4)nc4cccnc43)C2)c1C (centres undefined)
→ -5%, -9%, -5%, 0%, 2%, 0, -4%
#59 Cc1ccc(NC(=O)N2CCCC2c2nncn2C2CCCC2)c(C)c1 (centres undefined)
→ i, 3%, -6%, -1%, i, -10, 18%

Three structures from above, arranged by length of the SMILES, lowest first:
The line under a structure holds: 3T3 cytotox, SNCA expr inhib, HEK293 viab, Luciferase inh, GPT2 inh, IP6K1 inh, HEK293 tox
#59 Cc1ccc(NC(=O)N2CCCC2c2nncn2C2CCCC2)c(C)c1 (centres undefined)
→ i, 3%, -6%, -1%, i, -10, 18%
#52 Cc1ccc(NC(=O)NC(C)c2c(-n3cccc3)sc(C)c2C)cc1F (centres undefined)
→ /, ?, -9%, /, /, -9, /
#57 Cc1ccc(-c2cc(N3CCCN(C(=O)c4ccc(N(C)C)cc4)CC3)n[nH]2)cc1C
→ ?, 21%, 2%, -27%, ?, -5, ?
